Screens from PubChem BioAssay.
Mtb UGM inh: Mtb UDP-galactopyranose mutase inhibition. P9WIQ1. purified UGM, fluorescence polarization probe displacement. inhibition, % at 10 µM. hit rate 0.06% among 320,000. AID 504406; in the data active means inhibition above about 10%, passing the limit was not always enough; inconclusive means no clear call, values can overlap the other calls
Target sequence (P9WIQ1 whole entry, looked up): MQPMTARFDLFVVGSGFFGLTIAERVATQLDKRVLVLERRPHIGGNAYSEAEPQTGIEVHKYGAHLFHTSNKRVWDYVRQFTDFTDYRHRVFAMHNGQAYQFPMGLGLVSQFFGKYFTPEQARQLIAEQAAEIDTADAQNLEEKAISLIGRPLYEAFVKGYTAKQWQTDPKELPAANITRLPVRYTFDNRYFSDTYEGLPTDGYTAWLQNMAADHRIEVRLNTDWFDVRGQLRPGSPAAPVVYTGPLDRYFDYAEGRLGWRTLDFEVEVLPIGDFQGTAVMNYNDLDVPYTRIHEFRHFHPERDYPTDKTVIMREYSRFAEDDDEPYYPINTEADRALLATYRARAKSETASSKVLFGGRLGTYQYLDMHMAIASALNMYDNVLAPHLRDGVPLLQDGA
CCHFV vOTU inh: blocks the CCHF virus ovarian tumor domain protease; CCHFV vOTU protease, Pep-AMC fluorescence; inhibition, % at 11.5 µM; hit rate 0.55% among 370,000; further: 0% = vehicle wells with enzyme and 100% = no enzyme wells
FadD28 FP inh: inhibitors of Mycobacterium tuberculosis FadD28 bisubstrate binding; FadD28 bisubstrate probe binding, fluorescence polarization; inhibition, % at 12.5 µM; hit rate 0.22% among 360,000; AID 588549; in the data active means inhibition above about 8.5%, passing the limit was not always enough; inconclusive means no clear call, values can overlap the other calls
PrPC surface inh: inhibitors of human cell surface prion protein PrPC; TR-FRET read-out; hit rate 0.43% among 370,000; inhibition, % at 13.8 µM; P04156; in the data active means inhibition above about 24%; further: 0% = median of the test wells and 100% = reference compound wells
BoNT A protease: blocks Botulinum neurotoxin A light chain protease. multiplex microsphere protease substrate cleavage, flow cytometry. inhibition, % at 10 µM. AID 588499. hit rate 0.17% among 360,000; in the data active means inhibition above about 30%; inconclusive means no clear call, values can overlap the other calls; further: plate controls were buffer without enzyme for full effect and enzyme alone for no effect
BioA inh: inhibitors of Mycobacterium tuberculosis BioA enzyme; hit rate 0.096% among 360,000; purified M. tuberculosis BioA enzyme, plate reader; AID 602481; inhibition, % at 9.99 µM; in the data active means inhibition above about 40%; inconclusive means no clear call, values can overlap the other calls
BoNT-F LC inh: blocks Botulinum neurotoxin F light chain protease | Multiplex microsphere protease cleavage assay, flow cytometry | inhibition, % at 10 µM | hit rate 0.22% among 360,000; in the data active means inhibition above about 35%, passing the limit was not always enough; inconclusive means no clear call, values can overlap the other calls; further: plate controls were buffer without enzyme for full effect and enzyme alone for no effect
Mtb FBA inh: Mtb fructose-bisphosphate aldolase inhibition; P9WQA3; AID 588726; hit rate 2.3% among 360,000; purified M. tuberculosis FBA, fluorescence read-out; inhibition, % at 1 µM; in the data active means inhibition above about 27%;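 further: 0% = vehicle and 100% = reference inhibitor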
Target sequence (P9WQA3 whole entry, looked up): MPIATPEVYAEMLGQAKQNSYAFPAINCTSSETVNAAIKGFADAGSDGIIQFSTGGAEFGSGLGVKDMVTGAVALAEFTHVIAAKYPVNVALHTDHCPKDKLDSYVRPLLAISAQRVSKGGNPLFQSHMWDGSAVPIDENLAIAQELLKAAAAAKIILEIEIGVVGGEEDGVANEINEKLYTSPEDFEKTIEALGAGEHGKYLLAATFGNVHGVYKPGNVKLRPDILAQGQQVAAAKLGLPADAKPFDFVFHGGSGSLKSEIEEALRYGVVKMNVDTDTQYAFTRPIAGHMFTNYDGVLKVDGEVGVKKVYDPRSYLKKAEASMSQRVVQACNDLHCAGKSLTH
GDH-TPI inh: GDH-TPI coupled enzyme inhibition counter-screen; GDH-TPI coupled enzyme counterscreen, NADH absorbance; inhibition, % at 4.8 µM; hit rate 1.2% among 360,000; AID 588335;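 further: 0% = DMSO wells and 100% = wells lacking the enzyme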
* marks the source's active call; other numbers are inactive results; ? = inconclusive; . = no result given; & = joins results of further samples. Unless noted, no stated cut-off is given here; in the data, active means inhibition above about 30%; inactive means the rest.

The line under a structure holds: Mtb UGM inh, CCHFV vOTU inh, FadD28 FP inh, PrPC surface inh, BoNT A protease, BioA inh, BoNT-F LC inh, Mtb FBA inh, GDH-TPI inh
Clc1ccc(Cc2ccc(Cl)nn2)c(Cl)c1
    -1.6, -3, -5.8, -4, -0.5, 5.0, -3, 1, -3
COC(=O)Cn1cc(C(=O)c2ccccc2F)c2ccccc21
    1.0, 2, -1.5, -4, -4.8, -1.2, ?, -1, 9
CCCNC(=O)COc1coc(CN2CCN(c3ccccc3)CC2)cc1=O
    -0.5, -1, -1.2, 4, -2.3, -1.4, -6, -1, -2
COc1cc(C)nc(N2CCC(C(=O)NC3CCCCC3)CC2)n1
    0.4, 1, 0.1, -5, -0.4, -1.4, -7, 1, -8
Cc1cccc(OCC(O)Cn2ccnc2C)c1 (stereo not drawn)
    0.8, -8, -1.0, 2, -1.3, -0.2, 3, 0, -6
COc1ccc2cc(C)c(SCC(=O)Nc3cc(C)on3)nc2c1
    1.8, -6, -0.9, 1, 0.8, -1.3, 3, 6, 14
Nc1c([N+](=O)[O-])c(=O)sc2ccccc12
    -0.1, 3, -3.5, -11, 0.2, ., -2, -8, 8
CC1CCC(NC(=O)C(NS(=O)(=O)c2ccc(Br)cc2)C(C)C)CC1 (stereo not drawn)
    ., 0, -5.7, -3, -0.1, -0.5, -4, -3, -8
Cc1c(C(=O)OCC(=O)N2CCC(C)CC2)oc2ccccc12
    1.4, -8, -3.8, 4, -0.3, -0.2, 2, 2, 3
COc1ccc2c(c1OC)CN(C)CCc1cc3c(cc1C(O)C2)OCO3 (stereo not drawn)
    -1.4, ., -0.2, ., 0.3, 2.3, -2, -4, 10
COc1ccc(C)cc1S(=O)(=O)N1CCc2ccccc2C1
    -0.2, 12, -0.5, -2, 3.2, 6.4, ?, 1, -13
CN(Cc1ccccc1F)C(=O)CN1CCN(S(=O)(=O)c2ccc3c(c2)OCCCO3)CC1
    4.5, 13, 0.2, -1, -0.3, 0.8, -3, -4, 9
COC(=O)c1ccccc1COc1cccn2c(N(C)CC3CC3)c(C)nc12
    ., 18, -1.6, 9, -0.4, 1.1, -20, 1, 11
COc1cccc(NC(=O)Cn2c3ccccc3c3nc4n(c(=O)c32)CCCS4)c1
    2.3, 5, -4.9, 0, ., 2.7, ., 3, 7
COc1ccc2c(c1)-c1c(sn(-c3ccc(OC)c(OC)c3)c1=S)C(C)(C)N2
    -0.4, -2, -0.6, -8, -2.2, -2.6, -7, -5, 19
COc1cc(C2C(C(=O)N3CCOCC3)=C(C)NC3=C2C(=O)CCC3)ccc1OC(C)=O (stereo not drawn)
    -1.5, -13, -1.8, 2, 0.6, -1.6, -6, 12, 17
COc1ccc(S(=O)(=O)Nc2cccc3c2O[C@H](CN(C)CC2CCCCC2)[C@@H](C)CN([C@H](C)CO)C3=O)cc1
    1.1, -7, -2.2, -1, -0.3, -1.1&0.1, -14, 1, 11
CC(=O)Nc1ccc(S(=O)(=O)NCCC(=O)N2CCc3ccccc32)cc1
    -0.2, -9, -2.0, 0, -0.7, 25, 0, -1, -5
CCCn1nnnc1-c1cccc(Cl)c1
    0.0, 6, -3.1, -3, 1.1, 1.1, 1, 0, -12
COC(=O)c1ccc(NC(=O)CCC(=O)c2ccc(F)cc2)cc1
    -0.1, -17, -2.1, 11, -1.2, -1.8, -7, 0, -7

Complete entries, looked up by structure. Values in the order: Mtb UGM inh, CCHFV vOTU inh, FadD28 FP inh, PrPC surface inh, BoNT A protease, BioA inh, BoNT-F LC inh, Mtb FBA inh, GDH-TPI inh
`COC(=O)c1ccccc1COc1cccn2c(N(C)CC3CC3)c(C)nc12` as listed: ., 18, -1.6, 9, -0.4, 1.1, -20, 1, 11
`CN(Cc1ccccc1F)C(=O)CN1CCN(S(=O)(=O)c2ccc3c(c2)OCCCO3)CC1` as listed: 4.5, 13, 0.2, -1, -0.3, 0.8, -3, -4, 9

Other structures
The line under a structure holds: Mtb UGM inh, CCHFV vOTU inh, FadD28 FP inh, PrPC surface inh, BoNT A protease, BioA inh, BoNT-F LC inh, Mtb FBA inh, GDH-TPI inh
O=C(C[C@H]1C[C@H](C(=O)N2CCOCC2)[C@@]2(CCC3CCCC3)c3[nH]c4ccc(Cl)cc4c3CCN2C1=O)NCCc1ccccn1
    ., 2, -0.6, -5, 0.3, 0.3, -4, -2, 7
CC1CCCC(C)N1/N=C/c1ccc(N(C)C)cc1 (stereo not drawn)
    0.5, 17, -3.9, -4, -0.7, 0.6, 2, 0, 16
CC(=C/c1ccccc1)/C=N/N1CCN(Cc2ccc(C)cc2)CC1
    2.1, -14, 0.2, -4, ., 0.2, ., 2, 5
Cc1nc2sc(-c3ccccc3)cc2c(=O)[nH]1
    1.0, -1, -3.3, -5, 0.2, -0.6, -3, 1, 18
Cc1ccc(C(=O)C2=C(O)C(=O)N(CCCn3ccnc3)C2c2ccc(OC(C)C)cc2)o1 (stereo not drawn)
    -0.8, -15, -0.1, 16, 0.2, ., -5, 4, 7
Cc1c(C(=O)Nc2ccc(C(=O)Nc3ccccc3)cc2)cccc1[N+](=O)[O-]
    -4.7, -20, 0.7, -3, -1.7, -0.3, -6, 1, 2
COc1ccccc1NC(=O)CC(=O)CSc1nnc(-c2ccc(C)cc2)n1C
    -1.1, -1, -1.5, 3, 0.7, -1.0, -9, 2, 1
CC(=O)Nc1ccccc1C(=O)C(=O)Nc1cccc(C(=O)N2CCC3(CC2)OCCO3)c1
    3.6, 2, -1.2, -1, 0.3, ., -4, 3, -1
CN(C(=O)c1cccc(NC(=O)Cc2ccc(NC(=O)C3CCN(C(=O)C4CCCCC4)CC3)cc2)c1)C1CCCCC1
    ., 0, 1.1, -1, -0.7, 0.9, -12, 0, 5
Cc1cccc(NC(=O)N2CCCc3ccccc32)c1C
    0.5, -5, 1.0, 6, 0.9, -0.5, -6, -4, 4
Cc1ccc(C[n+]2cc(-c3ccc(Cl)cc3)n3c2CCC3)cc1
    0.2, -12, -2.9, 9, -6.3, 6.0, -50, 2, 4
CCNC(=O)c1cccc(NC(=O)c2cc(C3CC3)nc3c2cnn3C(C)C)c1
    ., -3, -8.2, 12, -2.3, -0.6, -5, 0, 8
COc1ccccc1CNC(=O)CCc1nc2ccccc2c(=O)[nH]1
    -0.3, 0, -0.3, 1, -0.5, -0.5, 4, 0, 8
COc1ccc(C2CC2/C(=N/O)c2ccccn2)cc1 (stereo not drawn)
    -1.0, 0, -1.3, 0, -0.4, ., 0, 4, 7
CCOC(=O)c1c(NC(=O)COC(=O)Cc2n[nH]c(=O)c3ccccc23)sc(C(=O)N(C)C)c1C
    1.4, -7, -2.7, 4, 0.2, ., 1, -3, 6
O=C(O)c1ccc(CSc2nnc(-c3cccnc3)n2-c2ccc(Br)cc2)cc1
    0.9, 12, -4.8, 9, 1.2, ., 5, 0, -2
O=C1CCN(Cc2ccccc2)CCN1CCSc1ccccc1
    0.3, -6, -4.2, -4, -1.3, 1.5, -8, 0, -8
O=C(O)C1=C(C2CCCCC2)C(=O)c2ccccc21
    ., -2, -1.5, 4, -0.4, ., 2, 1, 7
CC1=CC(C)(C)[N+](C)(C)c2ccc(C)cc21
    -1.1, -20, -1.4, -4, -1.7, ., -3, 3, 3
Cc1cc(C)n(-c2nnc3n2N=C(c2ccccc2)CS3)n1
    -1.1, -2, -3.9, 13, -1.5, -1.1, -5, 0, -1
CCCn1nc(C(=O)OCC(=O)Nc2ccc(C(N)=O)cc2)c2ccccc2c1=O
    -0.4, -14, -2.8, 10, -0.1, -3.3, 2, 3, -3
COc1ccc2sc(-c3ccc(N(C)C)cc3)c(C#Cc3cncn3C)c2c1
    3.6, -4, -1.2, -5, 3.2, -1.1, -11, 108*, 11
O=C(CC(Cc1ccccc1)c1ccco1)NCc1ccco1 (stereo not drawn)
    2.2, -13, -1.9, 6, -9.4, 0.1, ?, 0, 16
CCN(CC(=O)Nc1ccc(OC)cc1)C(=O)CCS(=O)(=O)c1ccc(C)cc1
    1.6, 2, -1.7, 5, -1.9, -1.0, -5, -3, -1
O=C(c1ccc([N+](=O)[O-])o1)N1CCCCCC1
    0.5, -3, -0.5, -28, ., 0.5, ., -1, 8
Cc1cccc(C)c1NC(=O)CN(C1CCCCC1)S(C)(=O)=O
    -1.0, -8, -1.9, 1, -2.0, -0.8, 2, -1, 11
COCC(C)n1c(C)cc(C(=O)COC(=O)c2ccc3ncsc3c2)c1C (stereo not drawn)
    1.2, 14, 0.0, 3, 0.0, 2.9, -8, 5, 4
CCCCOc1ccc(C(=O)NN2CCOCC2)cc1
    2.8, 2, -2.5, 6, 0.1, ., -6, 3, 3
CCOC(=O)N1CCN(S(=O)(=O)c2ccc3c(c2)CCN3C(=O)C2CC2)CC1
    4.1, 0, 1.4, 4, -0.5, -2.5, -4, 2, 10
CCOc1ccccc1NC1=C(Cl)C(=O)N(Cc2ccccc2)C1=O
    0.6, 10, -3.4, -5, 0.3, -0.6, -4, -5, 5
C=CCC(CC)C(=O)NC(=O)N1CCCc2ccccc21 (stereo not drawn)
    -1.3, 10, -4.8, -2, -2.8, -1.9, ?, 2, 9
COc1ccc(NC(=O)C(NC(C)=O)C(=O)Nc2ccc(F)cc2)cc1 (stereo not drawn)
    6.5, -19, -2.3, 4, -1.3, ., -16, -1, -4
CN(C)C(=O)c1ccc(N=Nc2c(O)c3ccccc3[nH]c2=O)cc1
    ., 6, 0.5, -4, -0.7, 0.2, -4, -15, 15
CN(C)C(=O)c1c([N+](=O)[O-])ncn1C
    2.3, 0, -1.2, -6, 0.3, -2.9, 1, 1, 4
COc1cc(CN2CCCN(C)CC2)cc([N+](=O)[O-])c1O
    -2.0, -5, -3.2, -12, 0.0, -0.1, ?, -2, -1
CN(C(=O)CC1C(=O)NCCN1Cc1ccccc1F)C1CCOCC1 (stereo not drawn)
    4.7, -3, -0.2, 8, -0.2, -1.4, 3, 2, 12
Cc1cccc2nc(-c3ccccc3)c(-c3ccc(CN4CCC(n5c(=O)[nH]c6ccccc65)CC4)cc3)nc12
    ., 12, ., 0, -0.2, ., -9, ., .
N#CCCn1cc(C(CC(=O)c2ccc(Br)cc2)C(=O)O)c2ccccc21 (stereo not drawn)
    3.1, ., -1.5, ., 0.8, 0.1, -5, 0, -2
CCCS(=O)(=O)N1CCCC(C(=O)NCCN(CC)c2ccccc2)C1 (stereo not drawn)
    -0.8, 18, -1.0, -3, ., ., ., 0, 0
CC(C)(C)c1ccc(C(=O)Nc2cccc(-n3cnnn3)c2)cc1
    -1.4, 8, -5.9, 16, 1.0, 0.3, 3, 2, -12
CC(=NNC(=O)c1ccncc1)c1ccc(Cl)cc1Cl
    ., 6, -5.4, 1, -0.5, -0.6, -6, 0, 2
COc1ccc(C2=CC(=O)CC(C)(C)C2)cc1OC
    -3.1, 5, -1.8, -7, 0.8, 9.9, 1, 5, 35*
O=C(COC(=O)Cc1ccc2c(c1)OCCO2)Nc1ccc(S(=O)(=O)N2CCCC2)cc1
    -2.9, 10, -3.2, -1, -0.4, 0.3, -4, 0, -2
Cn1c(SCC(=O)OC2CCCCC2)nnc1-c1ccc2c(c1)OCO2
    -0.5, -6, -1.2, -6, 2.1, 6.7, 3, 4, 11
COc1cccc(NC(=O)Nc2cccn(Cc3ccccc3)c2=O)c1
    0.7, -5, 2.1, 8, -0.2, 1.7, -7, 3, 14
CCc1nnc(NC(=O)CSc2nnc(C3CC3)n2C)s1
    0.9, 5, -1.8, -4, 0.9, -1.1, 1, 2, 3
O=C(CNC(=O)c1ccccc1)OC(C(=O)Nc1cc(C(F)(F)F)ccc1Cl)c1ccccc1 (stereo not drawn)
    -4.2, 21, -1.5, 1, -0.3, -0.9, -3, 3, 8
CCOc1ccc(S(=O)(=O)N2CCC(C(=O)N3CCCC3)CC2)cc1C
    3.7, 10, -2.0, 9, -3.6, -1.6, 0, 3, 2
COc1cccc(-c2nnn(CC(=O)NC3CCCC3)n2)c1OC
    -4.8, 1, 0.9, 2, -1.2, ., 0, 1, 12
Cc1cc(C)n(-c2nc(C)nc3c2cnn3-c2ccccc2)n1
    3.6, -4, -2.5, 9, 0.0, -2.5, -3, -4, 2
COc1ccc(CCNC(=O)COc2ccc(-c3ccc(C)cc3)cc2)cc1OC
    -0.6, 7, -2.1, -2, 0.7, -1.1, 0, 0, 11
CC(C)Cc1nnc(NS(=O)(=O)c2ccc([N+](=O)[O-])cc2)s1
    3.2, 9, -0.9, -6, -3.8, 3.1, ?, 0, 7
